Epigenetic reg = Quantitative High-Throughput Screen for Regulators of Epigenetic Control. murine LDR cells, GFP reporter derepression, 30 h. Potency, µM (titrated, usually from 53.9 µM), inactives show at the highest dose GFP activation, usual class: activators. hit rate 0.2% among 280,000. AID 1865, 2009; note: potency is the fitted concentration of half-maximal effect; % of control where 0% means no effect; nearly all actives have a fitted effect of over 60% in size
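Derepression of a silenced CMV-GFP reporter in murine LDR cells is scored by enumerating GFP-positive cells with a laser-scanning microplate cytometer after 30 hours of treatment at 37 C.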
TR SRC2 fluor cs = Total Fluorescence Counterscreen for Inhibitors of the Interaction of Thyroid Hormone Receptor and Steroid Receptor Coregulator 2. hit rate 0.29% among 280,000. Potency, µM (top dose mostly 106 µM), for the others: at the top dose fluorescence change, negative = quenching. TRb/SRC2 Texas Red total fluorescence interference. AID 1479, 2009; active = well fitted curve in either direction with a large enough effect; inconclusive = small, poorly fitted or top-dose-only effect; note: potency is the fitted concentration of half-maximal effect; % is set by controls: 0 for no effect and ±100 for the full control effect
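Human TRβ ligand-binding domain (0.6 uM) and Texas Red SRC2 peptide (20 nM) in Tris buffer with 1 uM T3 and 5% DMSO were incubated with pinned compound for 5 hr at ambient temperature. Total fluorescence was computed as S + 2P (555/632 nm).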
Tau fluor cs = Counterscreen qHTS for Inhibitors of Tau Fibril Formation, Fluorescence Polarization; Potency, µM (top dose mostly 57.7 µM), without a hit: top-dose activity change, negative = decrease; hit rate 0.93% among 280,000; tau K18 P301L (four-repeat tau fragment) Alexa594 fluorescence, heparin fibrillization; note: potency is the fitted concentration of half-maximal effect; % is set by controls: 0 for no effect and ±100 for the full control effect; nearly all actives have a fitted effect of over 55% in size
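Human K18 P301L tau (15 uM unlabeled plus 0.24 uM Alexa 594-labeled, final) in 100 mM sodium acetate pH 7 was mixed with compound and 20 uM heparin and incubated 6 hr at 37 C.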
Tau fibril FP = qHTS for Inhibitors of Tau Fibril Formation, Fluorescence Polarization. Microtubule-associated protein tau (Homo sapiens), P10636. K18 P301L tau heparin fibrillization, Alexa594 FP, 6 h. Potency, µM (top dose mostly 57.7 µM), for inactives: top-dose activity, negative = inhibition, actives largely listed as inhibitors. hit rate 0.39% among 280,000. AID 1468, 2008; note: potency is the fitted concentration of half-maximal effect; % is set by controls: 0 for no effect and ±100 for the full control effect; nearly all actives have a fitted effect of over 55% in size
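Quantitative HTS format: compounds meet 15 uM recombinant K18 P301L tau and Alexa 594-tau tracer in 100 mM sodium acetate pH 7; 20 uM heparin triggers fibrillization at 37 C over 6 hr; FP gives the signal.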
CBFb RUNX1 block = qHTS Assay for Compounds Blocking the Interaction Between CBF-beta and RUNX1 for the Treatment of Acute Myeloid Leukemia. 230,000 tested, under 10 active. AlphaScreen CBFb-His/RUNX1-biotin binding, biochemical. Potency, µM (titrated, usually from 59.8 µM), inactives show at the top dose activity, negative = inhibition, usual class: inhibitors; note: % of control where 0% means no effect
Target sequence (Q01196 whole entry, looked up): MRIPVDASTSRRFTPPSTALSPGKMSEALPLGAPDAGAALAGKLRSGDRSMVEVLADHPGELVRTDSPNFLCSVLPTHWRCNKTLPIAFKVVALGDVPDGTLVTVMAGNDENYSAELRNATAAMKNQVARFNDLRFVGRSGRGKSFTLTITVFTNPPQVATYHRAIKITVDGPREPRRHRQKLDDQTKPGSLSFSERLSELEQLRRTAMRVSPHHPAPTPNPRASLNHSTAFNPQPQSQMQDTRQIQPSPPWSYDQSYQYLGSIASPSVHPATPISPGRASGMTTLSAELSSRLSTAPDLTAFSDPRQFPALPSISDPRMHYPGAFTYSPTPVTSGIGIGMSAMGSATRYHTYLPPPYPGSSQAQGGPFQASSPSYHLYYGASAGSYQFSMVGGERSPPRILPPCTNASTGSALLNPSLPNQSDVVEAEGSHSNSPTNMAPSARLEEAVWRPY
Target sequence (Q13951 whole entry, looked up): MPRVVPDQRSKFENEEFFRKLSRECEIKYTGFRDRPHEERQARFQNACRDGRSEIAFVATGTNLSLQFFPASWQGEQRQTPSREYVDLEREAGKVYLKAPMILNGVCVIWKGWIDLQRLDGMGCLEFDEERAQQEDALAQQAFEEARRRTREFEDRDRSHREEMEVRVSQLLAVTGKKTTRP
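His-tagged CBF-beta and biotinylated RUNX1 (30 nM each) were premixed 20 min at room temperature, exposed to compound for 15 min, then given nickel-chelate and streptavidin AlphaScreen beads (50 ng each). After 90 min, AlphaScreen signal was read.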
aGal spleen mod = qHTS Assay for Inhibitors and Activators of Human alpha-Galactosidase From Spleen Homogenate; human spleen homogenate, 4MU-alpha-Gal fluorescence, 40 min; hit rate 0.008% among 240,000; Potency, µM (doses to about 80 µM), without a hit: at the highest dose activity change, negative = inhibition, most hits filed as inhibitors; AID 2107, 2009;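 note: potency is the fitted concentration of half-maximal effect; 0% = enzyme with vehicle and -100% = no enzyme basal signal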
Target sequence (P06280 32-429 limits assumed): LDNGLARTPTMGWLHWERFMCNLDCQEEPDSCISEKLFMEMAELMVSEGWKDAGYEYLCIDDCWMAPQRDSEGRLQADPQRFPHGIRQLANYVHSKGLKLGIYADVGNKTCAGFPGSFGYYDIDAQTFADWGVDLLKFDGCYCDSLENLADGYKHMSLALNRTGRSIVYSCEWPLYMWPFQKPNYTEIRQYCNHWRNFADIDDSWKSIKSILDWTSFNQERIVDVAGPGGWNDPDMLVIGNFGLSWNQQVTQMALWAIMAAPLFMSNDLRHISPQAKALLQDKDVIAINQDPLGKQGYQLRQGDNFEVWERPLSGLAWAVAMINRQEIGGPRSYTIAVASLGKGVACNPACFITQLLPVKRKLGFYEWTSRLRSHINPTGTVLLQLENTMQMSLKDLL
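Human spleen homogenate (1 ug) was the enzyme source, with 4-methylumbelliferyl-alpha-D-galactopyranoside (1 mM final) in pH 5.0 citrate buffer with 0.01% Tween-20. Compounds were titrated; after 40 min at 37C, NaOH/glycine stop, 4-MU fluorescence read; AC50 from Hill fits.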
TRb-SRC2 inh = qHTS for Inhibitors of the Interaction of Thyroid Hormone Receptor and Steroid Receptor Coregulator 2; Thyroid hormone receptor beta (Homo sapiens), P10828; TRbeta-SRC2 peptide binding, fluorescence polarization; receptor liganded with 1 µM T3; Potency, µM (series often up to 106 µM), for the others: top-dose activity change, negative = inhibition, actives largely listed as inhibitors; hit rate 0.065% among 280,000;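 note: potency is the fitted concentration of half-maximal effect; plate controls were bound peptide for no effect and peptide without receptor for full effect; nearly all actives have a fitted effect of over 50% in size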
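Human TRb LBD (0.6 uM) plus Texas Red-labeled SRC2 peptide (20 nM), 1uM T3, 5% DMSO, 5 hr at ambient temperature. Decreased polarization (555/632 nm) flags inhibition; data normalized to free and bound peptide controls.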
NPSR antag = qHTS Assay for Antagonists of the Neuropeptide S Receptor: cAMP Signal Transduction. hit rate 1% among 220,000. CHO-NPSR cells, cAMP TR-FRET, antagonist mode. Potency, µM (doses to about 38.3 µM), inactives show at the top dose activity change, negative = inhibition, most hits filed as inhibitors. Q6W5P4. AID 1461, 2008; note: potency is the fitted concentration of half-maximal effect; % is set by controls: 0 for no effect and ±100 for the full control effect; nearly all actives have a fitted effect of over 50% in size; many of its hits are not listed in these tables
Numbers without * were called inactive; ? = inconclusive; / = not tested or not shown; & = joins results of further samples; [ ] = dose if it differs, or a comment. Unless noted, calls come from the whole dose curve; as a rule, active = well fitted curve in the direction sought with a large enough effect; inconclusive = small, poorly fitted or top-dose-only effect, or another doubt; inactive = no such curve, though single readings can be large; an effect the other way counts as inactive or inconclusive. A portion of the library. The share of hits here may be higher or lower than overall.

SMILES	Epigenetic reg	TR SRC2 fluor cs	Tau fluor cs	Tau fibril FP	CBFb RUNX1 block	aGal spleen mod	TRb-SRC2 inh	NPSR antag
O=c1oc2ccccc2c(O)c1/C=C1\C=Nc2ccccc21	1.0%	-4%	-27%	6%	0%	0%	-2%	?
Cc1ccc(-c2c(C(=O)N3CCN(c4cc(Cl)ccc4C)CC3)oc(=O)c3ccccc23)cc1	-1.3%	-1%	-4%	-13%	/	/	-2%	/
Cn1c(=O)n(C)c2cc(N3CCOCC3)c(NC(=O)c3c(F)cccc3F)cc21	-0.7%	0%	-8%	-1%	/	/	3%	/
Nc1c(C(=O)NCc2ccco2)nnn1CC(=O)Nc1ccccc1	9.2%	-7%	-10%	-14%	-2%	-26%	4%	-7%[46.1 µM]
Fc1ccc(-n2cc(CNCCc3ccncc3)c(-c3ccccc3Cl)n2)cc1	-0.3%	-2%[53 µM]	-9%	5%	1%	1%	-5%[53 µM]	26%
Cc1nc2ccccn2c1C(=O)/C=C/c1cccc([N+](=O)[O-])c1	7.5%	-4%	-15%	0%	-2%	-11%	-3%	-6%
Cc1ncc([N+](=O)[O-])n1CC(=O)Nc1ccccc1	-1.7%	-3%	1%	-6%	4%	-3%	-3%	7%
C=CCn1c(Sc2ncc([N+](=O)[O-])s2)n[nH]c1=O	-0.3%	-3%	?	?	3%	-1%	-6%	?
O=C(C(=O)N1CCN(c2ccccc2)CC1)c1c[nH]c2ccccc12	1.1%	-5%	-15%	2%	-5%	-5%	4%	7%
CC(=O)c1c(C(=O)O)[nH]c(C(=O)O)c1C	-2.7%	1%	6%	2%	1%	-1%	0%	4%
COc1ccc(-c2noc(CN(C(=O)c3c(-c4ccccc4Cl)noc3C)C(C)C)n2)cc1	-1.2%	-4%	-21%	-6%	11%	-6%	-14%	?
CCOCCCNc1nc2nc3ccc(C)cn3c(=O)c2cc1C(=O)NCC1CCCO1 (stereo not given)	-1.0%	1%	-1%	8%	-2%	3%	1%	4%
CCC(=O)N1CCc2cc(Br)cc(S(=O)(=O)CCC(=O)Nc3ccc(C)c(C)c3)c21	2.2%	1%	5%	0%	/	/	1%	/
O=C(CSc1nc2c([nH]c3ccccc32)c(=O)n1-c1ccc(Cl)cc1)NC1CCCCC1	7.8%	0%	-17%	-9%	/	/	6%	/
CCOC(=O)C1(S(=O)(=O)c2ccc(Cl)cc2)CCN(Cc2ccc(Cl)cc2)CC1	-0.8%	-2%	-11%	-3%	0%	-10%	-4%	?
O=C(NC1CCCCCC1)C1c2ccccc2C(=O)N1Cc1cccnc1 (stereo not given)	1.3%	-2%	2%	2%	-2%	1%	2%	-25%[46.1 µM]
O=C(CN1CCN(C(=O)c2ccco2)CC1)Nc1ccc(Cl)c(S(=O)(=O)N2CCOCC2)c1	6.8%	0%	-8%	?	-4%	3%	6%	-17%
COc1ccccc1S(=O)(=O)Cc1ccc(C(=O)N2CCOCC2)o1	-1.0%	-6%	1%	-8%	-4%	21%	0%	10%[46.1 µM]
CC(OC(=O)c1ccccc1O)C(=O)Nc1ccc(Cl)cn1 (stereo not given)	-5.1%	0%	-19%	-17%	-22%	5%	-5%	-13%
N#Cc1cccc(CS(=O)(=O)c2nnnn2C2CCCCC2)c1	0.8%	-3%	-1%	-5%	15%	7%	6%	/
COc1ccc(NC(=O)C(c2ccccn2)N(C(C)=O)c2ccc(C)cc2)cc1 (stereo not given)	-1.8%	-2%	-6%	-3%	-2%	-6%	2%	10%
COc1ccc2c(c1)-c1c(sn(-c3ccccc3)c1=S)C(C)(C)N2	-1.8%	0%	14µM*[quencher]	?	/	?	-5%	-35%
Cn1nc(-c2ccccc2)cc1NC(=O)Nc1ccc(F)cc1	-1.1%	0%	?	?	8%	9%	1%	-20%
CC(C)c1nc2ccc(C(=O)NCCCN3CCN(c4cccc(Cl)c4)CC3)cc2o1	0.8%	-1%	-10%	4%	/	/	7%	/
CN1CCN(CCC=C2c3ccccc3Sc3ccc(S(=O)(=O)N(C)C)cc32)CC1	-1.6%&1.3%	0%&-1%	-8%&-15%	7%&0%	1%&2%	4%&5%	0%&8%	/

Pulled by structure from above:
SMILES	Epigenetic reg	TR SRC2 fluor cs	Tau fluor cs	Tau fibril FP	CBFb RUNX1 block	aGal spleen mod	TRb-SRC2 inh	NPSR antag
Fc1ccc(-n2cc(CNCCc3ccncc3)c(-c3ccccc3Cl)n2)cc1	-0.3%	-2%[53 µM]	-9%	5%	1%	1%	-5%[53 µM]	26%
N#Cc1cccc(CS(=O)(=O)c2nnnn2C2CCCCC2)c1	0.8%	-3%	-1%	-5%	15%	7%	6%	/
O=c1oc2ccccc2c(O)c1/C=C1\C=Nc2ccccc21	1.0%	-4%	-27%	6%	0%	0%	-2%	?

Following part:
SMILES	Epigenetic reg	TR SRC2 fluor cs	Tau fluor cs	Tau fibril FP	CBFb RUNX1 block	aGal spleen mod	TRb-SRC2 inh	NPSR antag
COC1(C(F)(F)F)NC(=O)N(c2ccc(F)cc2)C1=O (stereo not given)	-1.1%	-4%	-12%	0%	/	/	15%	/
COc1ccc(Cl)cc1-c1ccc(C(=O)O)o1	-5.2%[96.6 µM]	2%[201 µM]	0%[126 µM]	5%[126 µM]	12%[89.1 µM]	2%[119 µM]	-2%[201 µM]	/
CC1Cc2cccc3c(O)c(C(=O)c4nn[nH]n4)c(=O)n1c23 (stereo not given)	-0.9%	0%	6%	3%	-2%	1%	5%	4%
CCC(=O)N(Cc1ccc(C)cc1)Cc1cc2cc3c(cc2[nH]c1=O)OCO3	3.2%	-2%	3%	9%	-1%	-8%	1%	-26%[46.1 µM]
O=C(NCCC1=CCCCC1)c1ccc2c(=O)n3nc(Nc4ccccc4)sc3nc2c1	3.4%	-5%	-18%	?	/	/	0%	/
CCOC(=O)Cc1csc(NC(=O)C(C)(C)C)n1	0.9%	0%	-5%	2%	8%	7%	4%	15%[46.1 µM]
O=C1/C(=C/c2ccc(O)cc2)CCc2ccc([N+](=O)[O-])cc21	0.4%	-3%	-29%	12%	7%	-4%	-1%	-19%
Cc1ccc(S(=O)(=O)N(CC(=O)Nc2ccc(Cl)cc2Cl)c2ccccc2C)cc1	1.9%	4%	-25%	-10%	/	/	-4%	/
N=C1C(c2nc(-c3ccc(Br)cc3)cs2)=C(O)CN1NC(=O)c1ccc([N+](=O)[O-])cc1	0.9%	-3%	?	13%	3%	4%	1%	14%
Cc1ccc2c(c1)sc(=NC(=O)C1CC1)n2C	-2.2%	-3%	-14%	0%	3%	4%	-5%	-3%
CCC(c1nnnn1Cc1ccc2c(c1)OCO2)N1CCN(c2ccc(OC)cc2)CC1 (stereo not given)	0.0%	-6%	-15%	9%	-29%	2%	8%	-25%[46.1 µM]
CCC(=O)Nc1ccc(C)cc1-c1nc2ccccc2n(CC(=O)Nc2ccccc2Cl)c1=O	-3.0%	-3%	-4%	12%	/	/	6%	/
O=C(NCC1CCCO1)c1cc(S(=O)(=O)N2CCCC2)c(Cl)cc1Cl (stereo not given)	-0.6%	0%	13%	4%	-10%	10%	-3%	9%
O=C(N/N=C/c1cccn1-c1ccccc1)c1ccncc1	1.6%	0%	-5%	-13%	-12%	0%	0%	-22%
CCOC(=O)C1(Cc2ccccc2C)CCCN(Cc2ccc(NC(C)=O)cc2)C1 (stereo not given)	-0.2%	-7%	-9%	-3%	15%	-3%	3%	-9%
CCC(C)NC(=O)c1cc(C)no1 (stereo not given)	0.0%	-5%	-1%	8%	1%	0%	1%	-7%[46.1 µM]
Oc1ccccc1-c1nc(NCCN2CCOCC2)c2ccccc2n1	4.9%	-7%	?	-6%	-3%	2%	0%	?
COc1ccc(C)cc1NC(=O)C(NS(=O)(=O)c1cccc2nsnc12)c1ccccc1 (stereo not given)	-4.8%	-2%	?	3%	/	/	-2%	/
CN(C)CCc1c[nH]c2ccc(Cn3cncn3)cc12	1.6%	1%	0%	-4%	/	9%	3%	/
CC(C(=O)Nc1ccccc1-c1ccccc1)N1CCN(Cc2ccccc2)CC1 (stereo not given)	-1.7%	0%	9%	4%	2%	-2%	3%	-38%
Cc1ccccc1-c1nc(CN2CCC(C(=O)NC(C)C)CC2)c(C)o1	-1.1%	3%	-2%	2%	/	/	-1%	/
O=C(CCCn1c(=O)c2cccn2c2ccccc21)Nc1cc(C(F)(F)F)ccc1Cl	1.4%	-17%	5%	-6%	/	/	0%	/
Cn1c(=O)c2cn(-c3cccc4ccccc34)cc2n(C)c1=O	0.0%	0%	-25%	-4%	-5%	-3%	-10%	-24%[46.1 µM]
C/C(=N\N1CCN(Cc2ccc(Cl)cc2)CC1)c1ccc(F)cc1	-2.9%	0%	-11%	-6%	-3%	-5%	1%	41%
O=C(NC1CCCC1)c1ccc(CS(=O)(=O)c2ccc(Br)cc2)o1	0.0%	-4%	-14%	6%	-2%	-5%	0%	-6%[46.1 µM]
Cc1ccc(C(=O)/C=C/Nc2ccc3c(c2)OCO3)cc1	5.8%	-1%	-21%	-7%	-8%	7%	2%	-17%[46.1 µM]
CC1=C(C(=O)Nc2ccc(C)cc2C)C(C(C)C)n2nc(SCc3ccccc3Cl)nc2N1 (stereo not given)	-1.8%	-8%	4%	-6%	/	/	-4%	/
Cc1ccc2nc(/C(C#N)=C\c3ccc(N4CCCCC4)c([N+](=O)[O-])c3)[nH]c2c1	-0.2%	0%	-30%	7%	6%	4%	-2%	?
COc1ccc(OCCSc2nnc3c(Cl)cc(Cl)cn23)cc1	-1.0%	-2%	-11%	11%	-8%	-3%	-25%	14%

Bioassay records deposited in PubChem BioAssay by National Center for Advancing Translational Sciences (NCATS).
